APJ antagonist = antagonists of human apelin receptor APJ, primary screen, CHO-K1 cells, beta-arrestin complementation, luminescence; P35414; inhibition, % at 20 µM; 330,000 tested, 0.32% active;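 active = inhibition above about 40% at 20 µM, limit read from the data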;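 also: cells challenged with 10 nM apelin-13 agonist together with compound; plate controls were apelin-13 plus DMSO wells for no effect and DMSO wells lacking apelin-13 for full effect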
CCR6 antag = CCR6 receptor antagonists, primary screen, cell-based, CHO-K1, luminescence, beta-arrestin, uHTS; C-C chemokine receptor type 6 (Homo sapiens), P51684; CHO-K1 CCR6 PathHunter beta-arrestin, CCL20-stimulated; inhibition, % at 20 µM; 340,000 tested, 0.49% active;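 active = compounds whose inhibition of the agonist-driven luminescence signal at 20 µM reaches about 50%, limit read from the data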;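 also: cells stimulated with CCL20 at 14 nM final; plate controls were DMSO with CCL20 for no effect and DMSO without agonist for full effect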
EBI2 antag = EBI2 receptor antagonists, beta-arrestin recruitment, primary screen, cell-based, luminescence, 7a,25-OHC stimulation, uHTS | 7a,25-OHC stimulated | AID 651636, 2012 | inhibition, % at 5 µM | 360,000 tested, 0.81% active; in the data active = inhibition above about 38%;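 also: enzyme fragment complementation signal reports receptor beta-arrestin coupling in cells; 0% = agonist plus DMSO wells and 100% = wells without agonist; some results beyond the cut were filed as inactive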
Target sequence (P32249 whole entry, looked up, the tested form may be a part): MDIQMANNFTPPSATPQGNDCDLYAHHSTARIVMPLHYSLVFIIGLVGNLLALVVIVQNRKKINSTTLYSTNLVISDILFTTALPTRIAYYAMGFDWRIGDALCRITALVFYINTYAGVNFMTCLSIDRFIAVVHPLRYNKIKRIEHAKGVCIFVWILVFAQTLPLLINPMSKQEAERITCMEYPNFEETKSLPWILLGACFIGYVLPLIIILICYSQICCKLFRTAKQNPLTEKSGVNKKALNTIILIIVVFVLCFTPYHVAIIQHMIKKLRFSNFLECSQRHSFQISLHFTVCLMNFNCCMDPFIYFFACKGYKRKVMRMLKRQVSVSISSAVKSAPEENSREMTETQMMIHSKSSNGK
697 NFkB inh = inhibitors of PMA/ionomycin-induced NF-kB reporter, 697 cells, primary screen, B-cell NF-kB inhibitor project, cell-based, luminescence, uHTS; 697 B-cell NF-kB luciferase reporter, 16 h; inhibition, % at 4 µM; 330,000 tested, 0.33% active; in the data active = inhibition above about 35%
Gli-Sufu block = Gli-Sufu pathway antagonists, primary screen, luciferase luminescence, Sufu-KO-LIGHT cells, uHTS. Sufu-KO-LIGHT fibroblasts, Gli luciferase reporter luminescence. inhibition, % at 5 µM. 340,000 tested, 0.74% active. AID 588413, 2011;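 active = inhibition above about 55%, limit read from the data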;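 also: 0% = DMSO-treated cells and 100% = wells with medium but no cells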
CXCR6 block = CXCR6 receptor inhibitors, primary screen, cell-based, beta-arrestin, luminescence, CHO-K1 PathHunter, 1536-well; C-X-C chemokine receptor type 6 (Homo sapiens), O00574; inhibition, % at 20 µM; AID 602244, 2012; 360,000 tested, 0.36% active; in the data active = inhibition above about 34%, passing the limit was not always enough;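 also: antagonist mode with CXCL16 agonist at 10 nM final; 0% = 10 nM CXCL16 with DMSO and 100% = unstimulated wells without agonist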
Target sequence (O00574 whole entry, looked up): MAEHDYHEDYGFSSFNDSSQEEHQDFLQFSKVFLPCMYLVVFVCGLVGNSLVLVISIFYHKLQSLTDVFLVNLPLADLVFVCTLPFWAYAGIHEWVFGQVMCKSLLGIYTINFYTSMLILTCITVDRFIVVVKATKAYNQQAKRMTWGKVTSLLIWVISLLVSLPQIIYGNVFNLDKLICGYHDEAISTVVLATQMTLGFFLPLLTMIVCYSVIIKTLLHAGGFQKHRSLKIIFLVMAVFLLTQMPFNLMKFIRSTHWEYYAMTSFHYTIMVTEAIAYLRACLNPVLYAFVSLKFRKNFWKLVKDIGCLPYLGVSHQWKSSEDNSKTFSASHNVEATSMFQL
UBC13 polyUb = UBC13 polyubiquitin chain formation inhibitors, primary screen, biochemical, TR-FRET, uHTS; 330,000 tested, 0.47% active; inhibition, % at 20 µM; in the data active = inhibition above about 45%, passing the limit was not always enough
Target sequence (P61088 whole entry, looked up): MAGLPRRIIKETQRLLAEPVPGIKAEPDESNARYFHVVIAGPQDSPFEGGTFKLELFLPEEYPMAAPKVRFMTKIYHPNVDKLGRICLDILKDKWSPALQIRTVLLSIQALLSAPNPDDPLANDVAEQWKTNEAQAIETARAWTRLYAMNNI
Jurkat NFkB inh = inhibitors of induced NF-kB luciferase reporter, primary screen, TCR NF-kB activation inhibitor project, cell-based, luminescence, uHTS | Jurkat, PMA/ionomycin-induced NF-kB luciferase reporter | inhibition, % at 4 µM | 330,000 tested, 0.53% active; in the data active = inhibition above about 50%
* hit, by the source's call; . = no result given; & = joins results of further samples.

SMILES	APJ antagonist	CCR6 antag	EBI2 antag	697 NFkB inh	Gli-Sufu block	CXCR6 block	UBC13 polyUb	Jurkat NFkB inh
O=C(NCCCN1CCN(c2cccc(Cl)c2)CC1)C1(S(=O)(=O)c2ccc(Cl)cc2)CC1	11	12	8	-13	8	-3	20	-9
CCOc1ccc(S(=O)(=O)N2CCC(C(=O)N3CCN(C)CC3)CC2)cc1Cl	6	1	-1	19	7	0	2	6
Cc1cc2c(cc1S(=O)(=O)CCC(=O)N(C)C1CCCCC1)OCC(=O)N2	0	1	10	-2	4	5	-8	-4
Cc1c(Cl)c(C(=O)Nc2nc3ccccc3n2CCN2CCCCC2)nn1C	13	.	.	11	.	.	-8	11
CCC(CC)NC(=O)/C=C/c1ccccc1Cl	10	5	6	-20	-48	-1	-2	-20
CCOC(=O)C(=O)Nc1sc(C(=O)N(CC)CC)c(C)c1C#N	-2	7	-12	-4	0	-4	-6	0
O=C(Nc1cccc(C(F)(F)F)c1)c1ccccc1NC(=O)C1CCCCC1	-4	8	1	-26	-5	-6	10	-8
Cc1cccc(C(=O)OCC(=O)Nc2nccs2)c1	-13	-17	2	-9	-4	-2	3	3
Cc1cc(OC(C)C(=O)NC2CCN(Cc3ccccc3)CC2)c2c(C)cc(=O)oc2c1 (stereo unspecified)	-23	11	2	7	12	7	12	18
Cc1ccc(S(=O)(=O)/N=C(\CCl)N2CCOCC2)cc1	.	13	-16	.	-14	-12	.	.
COc1ccccc1CNC(=O)c1ccccc1OC	12	-10	-3	3	6	-8	1	-2
CCOC(=O)c1cnc2c(C)cccc2c1Nc1ccc(N2CCOCC2)cc1	5	.	.	-9	.	.	-1	8
CSC1=N/C(=C\c2ccccc2C)C(=O)S1	16	15	-4	-1	26	7	3	-3
Cc1ccc(C)c(N2CCN(S(=O)(=O)c3csc(C(N)=O)c3)CC2)c1	13	11	-1	-41	-6	-6	-4	-1
O=C(NC(Cc1c[nH]c2ccccc12)C(=O)O)/C(=C\c1ccccc1)NC(=O)c1ccccc1 (stereo unspecified)	-3	7	-12	1	-8	2	2	-8
CCOc1ccc(CCNC(=O)C2CCN(c3ccc(N4CCOCC4)nn3)CC2)cc1OCC	-13	8	-5	17	-16	8	15	-3
C#CCOCCOCCOCCNc1nc(N2CCN(C(=O)[C@H](CCC(=O)O)n3cc(CN)nn3)CC2)nc(N2CCN(C(=O)[C@H](CCC(=O)O)n3cc([C@@H](N)[C@H](C)CC)nn3)CC2)n1	10	5	1	-3	1	-5	-13	-8
COc1ccc([C@@H]2[C@@H]3C(=O)N(C(C)(C)C)C(=O)[C@@H]3[C@]3(Cc4ccccc4)C(=O)N(c4cccc(Br)c4)C(=O)N23)cc1	1	9	12	1	5	-10	-19	31
CC(=O)c1ccccc1OC(=O)COc1ccc(Cl)cc1C	7	-4	.	16	-4	.	9	10
COc1ccccc1C(=O)N/C(=C\c1cn(C)c2ccccc12)C(=O)N1CCOCC1	-1	5	-3	-7	0	-3	11	0
CCOC(=O)C1(Cc2cccc(OC)c2)CCCN(C(=O)c2cc(C)[nH]n2)C1 (stereo unspecified)	17	-7	-15	-40	0	0	-2	-48
CCC(=O)c1ccc(OCC(O)CNC(C)c2ccccc2)cc1 (stereo unspecified)	11	4	-1	-7	9	-5	11	-9
COc1ccc(C2(C#N)CCC(=O)N2c2ccccc2)cc1 (stereo unspecified)	23	1	-2	-4	0	5	1	4
O=C(COC(=O)c1ccco1)Nc1nc2ccccc2s1	-1	-10	-12	8	0	-8	5	-1
COC(=O)c1sccc1NC(=O)c1cc(C)on1	12	11	-1	9	-1	2	13	4
O=C(NCCc1ccccc1)/C(=N\O)c1ccccc1	4	10	3	-35	-7	-1	-1	-31
O=C(/C=C/c1ccco1)N1CCN(S(=O)(=O)c2ccc(F)c(F)c2F)CC1	-5	10	10	7	-1	-6	12	-7
CCC(C(=O)NCCc1ccco1)n1nc(C)c2c(C)n(-c3ccccc3)nc2c1=O (stereo unspecified)	-7	11	-15	5	-1	-2	7	-7
CCN(CC)C(=O)CSc1nc2cc3c(cc2c(=O)n1CCCCCC(=O)NCc1ccc(OC)cc1)OCO3	5	15	16	9	11	16	3	5
O=C(C1CCCN(CCCc2ccccc2)C1)N1CCCCC1 (stereo unspecified)	-6	10	-5	4	14	-6	10	11
COc1ccc(Cc2noc(COc3ccc(Cl)cc3)n2)cc1	1	13	18	-17	-2	6	-4	2
Cc1ccc(N(CC(=O)N2CCOCC2)S(=O)(=O)c2ccccc2)cc1	-7	-6	-5	-18	4	-9	-3	-3
Cc1nc2scc(C)n2c(=O)c1S(=O)(=O)NCC1CCN(Cc2ccc(F)cc2)CC1	12	11	2	-27	23	0	-3	-22
Cc1nnc(SCC(=O)NC2CCCCC2C)s1 (stereo unspecified)	9	-5	-10	12	-3	6	2	3
O=C(NCc1ccccc1)C1=C[C@@H](c2ccccc2)C[C@@H](OCc2ccc(CO)cc2)O1	-61	15	-3	-5	1	-5	-12	-22
O=C(COc1ccc(S(=O)(=O)NCc2ccccc2)cc1Cl)N1CCOCC1	23	-8	-5	15	5	-6	0	3
CCc1ccccc1NC(=O)c1nnn(CC(=O)Nc2cccc(C)c2)c1N	2	-1	9	3	-5	-2	-1	0
COc1cccc(OC)c1OCc1cc(C2C3CCCC=C3C(C#N)=C(N)C2(C#N)C#N)c(C)cc1C (stereo unspecified)	5	12	6	0	3	3	-11	1
CCS(=O)(=O)c1ccc(O)c(NC(=O)Nc2ccccc2)c1	-11	2	-2	-21	-19	-2	-6	0
COc1cc(C2NC(=O)C(C#N)=C(S)N2c2ccc(C)cc2)ccc1OC(C)C (stereo unspecified)	3	3	-13	18	11	-5	-1	4
COc1ccc(-c2noc(C3CCCN(S(=O)(=O)c4cccc(Cl)c4)C3)n2)cc1OC (stereo unspecified)	3	9	16	6	6	6	20	6
Cc1cccn2c(=S)[nH]nc12	.	5	-21	.	3	-8	.	.
CCC(=O)N1CCN(c2ccc(NC(=O)c3ccco3)cc2)CC1	4	-14	4	-3	-9	-8	8	-14
CO[C@H]1C=CO[C@@]2(C)Oc3c(C)c(O)c4c(O)c(c5c(nc6cc(C)ccn65)c4c3C2=O)NC(=O)C(C)=CC=C[C@H](C)[C@H](O)[C@@H](C)[C@@H](O)[C@@H](C)[C@H](OC(C)=O)[C@@H]1C	5	.	.	7	.	.	-64	13
O=C(CCN1C(=O)C2CCCCC2C1=O)N1CCN(S(=O)(=O)c2cccc(F)c2)CC1 (stereo unspecified)	-4	-7	-13	25	-1	-5	8	-4
CNC(=O)CSc1nnc(NC(=O)C2CC(=O)N(c3ccccc3OC)C2)s1 (stereo unspecified)	1	6	13	14	-2	-3	-3	21
CCOC(=O)c1nn(-c2ccc(Cl)cc2)c2nc(CC)c(C#N)c(=O)n12	9	9	-8	21	-2	-11	10	-24
Cc1ccc2c(c1)C(C)(C)[C@]1(C)NC(=O)CCN21	9	13	-4	22	-3	-10	3	2

Results in UBC13 polyUb, for some of the entries so far:
Molecule,UBC13 polyUb
COc1cc(C2NC(=O)C(C#N)=C(S)N2c2ccc(C)cc2)ccc1OC(C)C (stereo unspecified),-1
COc1cccc(OC)c1OCc1cc(C2C3CCCC=C3C(C#N)=C(N)C2(C#N)C#N)c(C)cc1C (stereo unspecified),-11

Other compounds:
SMILES	APJ antagonist	CCR6 antag	EBI2 antag	697 NFkB inh	Gli-Sufu block	CXCR6 block	UBC13 polyUb	Jurkat NFkB inh
O=C1CC(N2CCN(Cc3ccc4c(c3)OCO4)CC2)C(=O)N1c1cccc2ccccc12 (stereo unspecified)	-7	-9	1	5	-16	0	6	-3
O=C(CCC(=O)N1CCCC1)N1CCCC1	3	-10	-9	-6	3	-1	-2	2
CC1=CCn2c(=O)c3ccccc3c(=O)n2C1	14	11	-10	-8	3	-4	2	0
C1CN(c2nc3nonc3nc2N2CCOCC2)CCO1	-13	.	.	2	.	.	-3	-11
COc1cc(C(=O)OCC(C)=O)cc(NC(=O)c2ccco2)c1OC	-2	11	15	18	3	4	0	5
O=S(=O)(c1cccc(NC(=S)N2CCN(c3ccccc3)CC2)c1)C(F)F	-6	8	-3	5	-5	-4	-4	0
O=C(c1cn(CC(=O)N2CCCC2)c2ccccc12)C1CCCCC1	10	9	1	12	5	1	2	10
Cc1cc(C)cc(OCC(=O)Nc2ccc3c(c2)C(=O)c2ccccc2C3=O)c1	-8	-8	8	-13	-50	-8	-12	-2
O=c1cc(-c2ccccc2)c2cc(Cl)ccc2[nH]1	17	-2	21	-8	-1	2	8	8
Cc1nnc(SCC(=O)NNC(=O)COc2ccc(Cl)cc2)s1	17	0	-4	-17	1	-2	-3	-13
COc1cccc(-n2nnnc2SCC(=O)N2CCCc3ccccc32)c1	9	18	7	11	-13	7	-2	0
Cc1cc(=O)n2nc(N3CCCC3C(=O)NCc3ccccn3)sc2n1 (stereo unspecified)	-23	3	-4	15	-20	4	14	1
CN(CC(O)CN1CCOCC1)S(=O)(=O)O (stereo unspecified)	-12&6	1&2	-14&5	16&8	0&1	-3&5	-6&1	-9&5
O=C(NCc1ccccc1F)C1CCCN1C(=O)Nc1cccc(F)c1 (stereo unspecified)	6	8	-7	-21	-5	0	-11	-5

Filtered by structure: those above with a Cl atom (12)
SMILES	APJ antagonist	CCR6 antag	EBI2 antag	697 NFkB inh	Gli-Sufu block	CXCR6 block	UBC13 polyUb	Jurkat NFkB inh
O=C(NCCCN1CCN(c2cccc(Cl)c2)CC1)C1(S(=O)(=O)c2ccc(Cl)cc2)CC1	11	12	8	-13	8	-3	20	-9
CCOc1ccc(S(=O)(=O)N2CCC(C(=O)N3CCN(C)CC3)CC2)cc1Cl	6	1	-1	19	7	0	2	6
Cc1c(Cl)c(C(=O)Nc2nc3ccccc3n2CCN2CCCCC2)nn1C	13	.	.	11	.	.	-8	11
CCC(CC)NC(=O)/C=C/c1ccccc1Cl	10	5	6	-20	-48	-1	-2	-20
Cc1ccc(S(=O)(=O)/N=C(\CCl)N2CCOCC2)cc1	.	13	-16	.	-14	-12	.	.
CC(=O)c1ccccc1OC(=O)COc1ccc(Cl)cc1C	7	-4	.	16	-4	.	9	10
COc1ccc(Cc2noc(COc3ccc(Cl)cc3)n2)cc1	1	13	18	-17	-2	6	-4	2
O=C(COc1ccc(S(=O)(=O)NCc2ccccc2)cc1Cl)N1CCOCC1	23	-8	-5	15	5	-6	0	3
COc1ccc(-c2noc(C3CCCN(S(=O)(=O)c4cccc(Cl)c4)C3)n2)cc1OC (stereo unspecified)	3	9	16	6	6	6	20	6
CCOC(=O)c1nn(-c2ccc(Cl)cc2)c2nc(CC)c(C#N)c(=O)n12	9	9	-8	21	-2	-11	10	-24
O=c1cc(-c2ccccc2)c2cc(Cl)ccc2[nH]1	17	-2	21	-8	-1	2	8	8
Cc1nnc(SCC(=O)NNC(=O)COc2ccc(Cl)cc2)s1	17	0	-4	-17	1	-2	-3	-13
